NCI-60 one-dose screen, 48 h, at 10 µM unless noted. Numbers give growth in % (100 = growth as untreated, 0 = no growth, -100 = all killed).
OVCAR-8: OVCAR-8 ovarian cancer; hit rate 4.4% among 81,000
OVCAR-5: OVCAR-5 ovarian cancer; hit rate 2.9% among 82,000; AID 1794783
ACHN: ACHN renal cancer; hit rate 4.9% among 81,000; AID 1794771
A498: A498 renal cancer cells | hit rate 5.4% among 76,000 | AID 1794774
OVCAR-3: OVCAR-3 ovarian cancer | hit rate 7% among 79,000 | AID 1794787
RXF 393: RXF 393 renal cancer cells. hit rate 6.9% among 77,000. AID 1794773
TK-10: TK-10 renal cancer cells. hit rate 3.9% among 81,000
CAKI-1: CAKI-1 renal cancer; hit rate 4.7% among 75,000
* marks the source's active call; other numbers are inactive results; nt = not tested or not shown; & = joins results of further samples. Rule for the calls: active = growth percent below 10; inactive = the rest.

Fields: OVCAR-5, OVCAR-8, A498, ACHN, CAKI-1, RXF 393, TK-10, OVCAR-3
> COc1ccccc1N=Nc1c(S(=O)(=O)O)cc2cc(NC(=O)Nc3ccc4c(O)c(N=Nc5ccc(S(=O)(=O)O)cc5C)c(S(=O)(=O)O)cc4c3)ccc2c1O
    109, 103, 106, 109, nt, 114, 100, 106
> CCOC(=O)c1[nH]c(-c2ccc(Cl)cc2)cc1-c1cccnc1
    47, 39, -9.3*, 36, 28, -2.8*, nt, -7.9*
> CCOC(=O)C(F)C(Sc1ccccc1)C1CC1CCc1ccc(OC)cc1 (stereo not drawn)
    97, 91, 124, 89, 56, 87, 91, 105
> COc1ccc2c(c1)C(C)Cc1c(N(C)C)ncnc1N2C (stereo not drawn)
    73, 41, 2.0*, 47, 38, 49, 30, 10
> CCOC(=O)c1nn(C2CCCCO2)c2ccc(NC(=O)CSc3nc4ccccc4c(=O)[nH]3)cc12 (stereo not drawn)
    115, 98, 70, 94, 78, 72, 108, 106
> COc1cccc(/C=C(/C)c2ccc3cccc(OC)c3[o+]2)c1O
    104, 100, 84, 95, nt, nt, 116, 114
> Cc1ccc(Nc2nc(N)nc(C)c2Br)cc1
    107, 99, 82, nt, nt, 103, 133, 94
> Cc1cc(N(CCO)CCO)n2c(nc3ccccc32)c1C#N
    99, 104, 111, 95, 99, 109, 99, 106
> Nc1nc(Nc2cccc(F)c2)c2c(n1)C(=O)NCC2
    106, 111, 117, 102, 96, 117, 95, 111
> Cn1c(=O)c2c(ncn2CC(=O)Nc2ccccc2)n(C)c1=O
    99, 101, 104, 102, 88, 99, 103, 99
> CC1(C)CC(=O)C2=C(C1)OC1=C(C(=O)CC(C)(C)C1)C2c1ccc(OCc2cn(-c3ccc(F)cc3F)nn2)cc1
    124, 95, 47, nt, nt, 107, 109, 95
> Cn1nc(C(=O)O)c(=O)[nH]c1=O
    89, 105, 119, 102, 116, 112, 102, 114
> NC(=O)N1CCOCC1
    108, 103, 93, 110, 115, 117, 92, 103
> CC(=O)c1c(C)nc2ccccc2c1/C=C/c1cccs1
    94, 94, 97, 87, 86, 107, 108, 112
> CC(=O)Nc1nc(-c2ccc(Cl)c(O)c2)c(-c2ccnc(NCCCNS(=O)(=O)c3ccc(O)cc3)n2)s1
    121, 102, 85, 83, 99, 98, 91, 91

Some of the entries so far, with tabs.
mol	OVCAR-5	OVCAR-8	A498	ACHN	CAKI-1	RXF 393	TK-10	OVCAR-3
COc1ccccc1N=Nc1c(S(=O)(=O)O)cc2cc(NC(=O)Nc3ccc4c(O)c(N=Nc5ccc(S(=O)(=O)O)cc5C)c(S(=O)(=O)O)cc4c3)ccc2c1O	109	103	106	109	nt	114	100	106
CCOC(=O)c1[nH]c(-c2ccc(Cl)cc2)cc1-c1cccnc1	47	39	-9.3*	36	28	-2.8*	nt	-7.9*
CCOC(=O)C(F)C(Sc1ccccc1)C1CC1CCc1ccc(OC)cc1 (stereo not drawn)	97	91	124	89	56	87	91	105
COc1ccc2c(c1)C(C)Cc1c(N(C)C)ncnc1N2C (stereo not drawn)	73	41	2.0*	47	38	49	30	10
CCOC(=O)c1nn(C2CCCCO2)c2ccc(NC(=O)CSc3nc4ccccc4c(=O)[nH]3)cc12 (stereo not drawn)	115	98	70	94	78	72	108	106
COc1cccc(/C=C(/C)c2ccc3cccc(OC)c3[o+]2)c1O	104	100	84	95	nt	nt	116	114
Cc1ccc(Nc2nc(N)nc(C)c2Br)cc1	107	99	82	nt	nt	103	133	94
Cc1cc(N(CCO)CCO)n2c(nc3ccccc32)c1C#N	99	104	111	95	99	109	99	106
Nc1nc(Nc2cccc(F)c2)c2c(n1)C(=O)NCC2	106	111	117	102	96	117	95	111
Cn1c(=O)c2c(ncn2CC(=O)Nc2ccccc2)n(C)c1=O	99	101	104	102	88	99	103	99
CC1(C)CC(=O)C2=C(C1)OC1=C(C(=O)CC(C)(C)C1)C2c1ccc(OCc2cn(-c3ccc(F)cc3F)nn2)cc1	124	95	47	nt	nt	107	109	95
Cn1nc(C(=O)O)c(=O)[nH]c1=O	89	105	119	102	116	112	102	114
NC(=O)N1CCOCC1	108	103	93	110	115	117	92	103
CC(=O)c1c(C)nc2ccccc2c1/C=C/c1cccs1	94	94	97	87	86	107	108	112

Additional compounds:
Fields: OVCAR-5, OVCAR-8, A498, ACHN, CAKI-1, RXF 393, TK-10, OVCAR-3
> N[C@@H](CO)[C@@H](O)c1ccc([N+](=O)[O-])cc1
    115, 106, 95, 109, 103, 106, 98, 121
> COc1ccc(Nc2nnc(-c3csc(N)n3)s2)cc1
    120, 111, 93, 108, 101, nt, 109, nt
> COCCOC(=O)c1ccccc1C(=O)OCCOC
    94, 97, 103, 100, 104, nt, 97, 97
> Cc1ccc(CSCCC(=O)Nc2cc(C(=O)Nc3cc(C(=O)NCCCN4CCOCC4)n(C)c3)n(C)c2)cc1
    118, 117, 128, 104, 102, 90, 126, 103
> O=c1[nH]c2ccc([N+](=O)[O-])cc2[nH]1
    114, 107, 115, 109, 85, 100, nt, 129
> Cc1cc(NC(=O)Nc2cc(Cl)ccc2C)no1
    104, 110, 133, 103, 96, 126, 231, 117
> O=[N+]([O-])c1ccc(I)c(Br)c1
    108, 96, 104, 104, 102, 117, 113, 119
> COc1ccc(OC)c(-c2cn3nc(-c4c[nH]c5ccccc45)sc3n2)c1
    79, 80, 86, 55, 71, 103, 95, 95
> CCOc1ccc(C(CN2CCOCC2)C(C)=O)cc1OC (stereo not drawn)
    99, 96, 92, 80, -90*, 86, 50, 88
> O=C(O)c1cc2ccccc2nc1C(=O)O
    102, 101, 98, 106, 94, 120, 110, 111
> Cc1ccc(S(=O)(=O)N(CCCc2c(C)nc(N)nc2N(C)C)c2ccccc2)cc1
    92, 95, nt, 93, 59, 73, 81, 82
> C/C(=N\NC(=S)Nc1ccccc1)c1sc(Nc2cccc(C)c2)nc1C
    118, 104, 75, 99, 97, 98, 119, 121
> C#CCOc1ccccc1C(=O)c1cc(-c2ccccc2)c(=O)n(CC#C)c1
    88, 87, 92, 92, 86, 73, 80, 99
> COc1ccc(NC(=O)/N=c2\oc3c(C)cccc3cc2-c2cc3ccccc3[nH]2)cc1
    97, 84, 109, 93, 86, 105, 178, 106
> C=CCC(OC(C)=O)c1ccc2c(c1)OCO2 (stereo not drawn)
    106, 116, 84, 109, 105, 99, 103, 107

Full records as entered above.
`NC(=O)N1CCOCC1` in the list: OVCAR-5: 108; OVCAR-8: 103; A498: 93; ACHN: 110; CAKI-1: 115; RXF 393: 117; TK-10: 92; OVCAR-3: 103
`COc1ccc2c(c1)C(C)Cc1c(N(C)C)ncnc1N2C` (stereo not drawn) in the list: OVCAR-5: 73; OVCAR-8: 41; A498: 2.0*; ACHN: 47; CAKI-1: 38; RXF 393: 49; TK-10: 30; OVCAR-3: 10

(next part)
Fields: OVCAR-5, OVCAR-8, A498, ACHN, CAKI-1, RXF 393, TK-10, OVCAR-3
> CCOC(=O)C(=Cc1ccccc1)C(=O)OCC
    108, 86, 103, 95, 89, 98, 104, 95
> Cc1ccc(/C(CCC(=O)O)=N/NC(=O)c2ccccc2)cc1
    104, 103, 114, 106, 97, 104, 111, 114
> COc1cccc(CNc2ccc(C)c(Cl)c2)c1OC
    108, 116, 129, 103, 98, 103, 93, 104
> Cc1ccccc1Nc1nc(SC(C)C)nc(-c2ccccc2)c1C#N
    72, 20, 53, 13, 38, 28, 61, nt
> COc1ccccc1Nc1nnc(-c2cc(F)c(F)c(F)c2)o1
    103, 98, 111, 102, 84, 103, 115, 107
> CCc1cccc(C(=O)O)c1
    100, 123, 99, 106, 103, 117, 90, 111
> CN(C)S(=O)(=O)n1cnc([C@@H]2[C@@H]3C(=O)OC[C@@H]3C[C@]23N=CN(Cc2ccccc2)C3=O)c1
    97, 107, 99, 102, 97, 126, 112, 105
> CN(Cc1ccccc1)c1nc(Cl)c(C2CC(c3ccc(Cl)cc3)=NN2c2ccccc2)s1 (stereo not drawn)
    110, 101, 109, 110, 87, 113, 105, 104
> O=C(O)c1ccc(O)c(O)c1
    88, 109, 94, 97, 70, nt, 90, 106
> CC/C(=C\c1ccc(N(C)C)cc1)c1ccncc1
    74, 55, nt, 59, 43, 91, 74, 42
> O=C(CI)NCCNc1cccc2c(S(=O)(=O)O)cccc12
    107, 110, 93, 107, 109, 101, 111, 100
> CNCCNc1nc2ccccc2c2c(=O)c3cccc(C)c3sc12
    55, 37, nt, -30*, 18, 51, 42, 48
> CN1CCN(Cc2nnc(CCC(=O)c3nc4ccccc4[nH]3)o2)CC1
    112, 101, 106, 90, 93, 125, 121, 118
> CCOc1ccccc1-c1cc(-c2cccs2)c(C#N)c(=O)[nH]1
    95, 95, 70, 96, 76, 80, 110, 100
> CCN1CCN(C2=NC(=O)/C(=C\c3ccccc3)S2)CC1
    100, 102, 95, 103, 100, 119, 102, 107

Later entries:
Fields: OVCAR-5, OVCAR-8, A498, ACHN, CAKI-1, RXF 393, TK-10, OVCAR-3
> Oc1c(Br)cc(Br)c(O)c1Br
    117, 100, 116, 111, 93, 121, 121, 102
> Cc1ccc(Nc2ccc([N+](=O)[O-])cc2)cc1
    108, 87, 80, 98, nt, 107, 83, 99
> COc1cc2c(cc1OC)C(CCc1ccc(Cl)cc1)N(C)CC2 (stereo not drawn)
    79, 103, 106, 95, 100, 94, 97, 102
> CC1=C(C)C(=O)C(N2CCN(c3ccccc3C)CC2)=CC1=O
    104, 88, 78, 92, 83, 85, 119, 96
> CCN1CN2C(=O)N3CN(CC)CN4C(=S)N(C1)C2C34 (stereo not drawn)
    94, 98, 90, 104, 89, 100, 96, 107
> C=CCNC(=S)/N=C\c1c(C)[nH]n(-c2ccccc2)c1=O
    108, 101, 112, 98, 96, 112, 106, 106
> O=C1OC(=O)C2C3C=CC(C3=C(c3ccccc3)c3ccccc3)C12 (stereo not drawn)
    98, 108, 107, 95, 99, 115, 112, 104
> COC(=O)c1cc(N=C2NC(=O)/C(=C/c3c(F)c(F)c(F)c(F)c3F)S2)ccc1O
    103, 95, 101, 104, 97, 102, 90, 111
> CN(C)S(=O)(=O)Oc1ccc(NC(=O)C2CCCCC2)cc1
    107, 101, 91, 104, 100, 103, 106, 100
> CN(C)CCOc1ccc(NC(=O)c2cncc(C#Cc3cnc4cccnn34)c2)cc1C(F)(F)F
    135, 109, 120, 113, 134, 134, 139, 116
> CC(=O)[C@H]1CC[C@H]2[C@@H]3CCC4=CC(=O)C=C[C@]4(C)[C@H]3C(=O)C[C@]12C
    98, 103, 65, 95, 98, 122, 110, 109
> CC1(C)CC[C@]23CC[C@]4(C)[C@H](CC[C@@H]5[C@@]6(C)CC[C@H](NCO)C(C)(C)[C@@H]6CC[C@]54C)[C@H]2[C@H]1OC3
    60, 96, 106, 26, 29, 56, 122, nt
> Clc1ccc(Cn2c(CN3CCCC3)nc3ccccc32)cc1
    109, 86, 86, 83, 74, 65, 117, 88
> COC(=O)c1cc(=O)nc(NN=C2c3ccccc3-c3ccccc32)s1
    101, 65, 77, 69, 78, 98, 94, 68
> C=C(C)[C@@H]1CC[C@]2(C(=O)NCC(=O)OC)CC[C@]3(C)[C@H](CC[C@@H]4[C@@]5(C)Cc6c([nH]c7ccccc67)C(C)(C)[C@@H]5CC[C@]43C)[C@@H]12
    100, 85, nt, 60, 59, 76, 89, 65

Other entries.
Fields: OVCAR-5, OVCAR-8, A498, ACHN, CAKI-1, RXF 393, TK-10, OVCAR-3
> CC(=O)N[C@H](C(=O)N[C@@H](CCCNC(=N)N)C(=O)N[C@@H](CCCCN)C(=O)N[C@@H](CCCNC(=N)N)C(=O)NC(C(=O)N[C@@H](CC(C)C)C(=O)N[C@@H](CCCNC(=N)N)C(=O)N[C@]1(C)CCCCCC/C=C/CCC[C@@](C)(C(=O)N[C@H](C(=O)N[C@@H](CCC(=O)O)C(N)=O)C(C)C)NC(=O)[C@H](CCC(=O)O)NC(=O)[C@H](CCCNC(=N)N)NC(=O)[C@H](CCC(=O)O)NC(=O)[C@H](CCC(N)=O)NC(=O)[C@H](CC(C)C)NC(=O)[C@H](CC(C)C)NC1=O)[C@@H](C)O)C(C)C (stereo partly drawn)
    102, 102, 116, 104, 102, 105, 100, 109
> CC1=C(Cl)C(P(=O)(c2ccccc2)c2ccccc2)CP(=O)(c2ccccc2)C1 (stereo not drawn)
    90, 79, 98, 97, 104, 86, 122, 103
> CC1CCc2c(sc3nc(NN)n(-c4ccccc4)c(=O)c23)C1 (stereo not drawn)
    97, 101, nt, 99, 82, 95, 111, nt
> Cc1nc2cc(Nc3nc(Nc4ccc(F)cc4)nc(N4CCN(C)CC4)n3)ccc2n1Cc1ccccc1
    43, 12, 29, 9.7*, 19, -83*, -12*, -36*
> Cc1cc(C)cc(NNc2cc(Br)cc(Br)c2)c1
    108, 110, 107, nt, nt, 100, 95, 108
> CC1(C)CC(=O)C2=C(C1)N(c1ccc(OC(F)(F)F)cc1)C(N)=C(C#N)C2c1cc(Cl)ccc1Br (stereo not drawn)
    96, 80, 88, 84, 56, 76, 96, 100
> COc1cc2c(cc1OC)C(=O)OC2
    100, 101, 109, 103, 56, nt, 123, 110
> COc1ccc(-c2ccc3ncc(C#N)c(Nc4ccc(F)c(Cl)c4)c3c2)cn1
    76, 48, 38, 51, 62, 40, 74, 68
> c1ccc(CNC2CC3CCC2C3)cc1 (stereo not drawn)
    106&114, 110&106, 95&98, 107&100, 93&110, 110&114, 103&114, 103&130
> CC(=O)Nc1nonc1-c1nc2ccccc2n1Cc1ccc(C#N)cc1
    93, 99, 96, 97, 81, 82, 96, 106
> Nc1nc(Sc2ccccc2)c2cc[nH]c(=O)c2n1
    113, 109, 103, 110, 99, 123, 105, 128
> COc1ccc(-c2nnc(N3CCN(C(=O)CN4CCN(c5ccc(Cl)cc5)CC4)CC3)nc2-c2ccc(OC)cc2)cc1
    114, 66, 74, 85, nt, 54, 91, 73

This is a subset. The share of hits here may be higher or lower than overall.
